Screens deposited in PubChem BioAssay by National Center for Advancing Translational Sciences (NCATS).
N370S GC mod – N370S glucocerebrosidase modulation, Gaucher chaperone candidate; P04062; N370S GC spleen homogenate, 4MU-glucoside fluorescence; Potency, µM (doses to about 59.4 µM), for the others: at the top dose activity change, negative = inhibition, usual class: inhibitors; actives 0.092% (n = 330,000); AID 2101;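 also: 0% = full enzyme activity and -100% = no enzyme basal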
DT40 TDP1 CPT – growth inhibition of DT40 Tdp1-/-;hTDP1 cells with camptothecin (screen for TDP1 inhibitors). chicken DT40 Tdp1-/-;hTDP1 cells + 20 nM CPT, ATP luminescence, 48 h. Potency, µM (top dose mostly 46.2 µM), for inactives: at the highest dose activity change, negative = growth inhibition, most hits filed as inhibitors. actives 12% (n = 420,000). AID 686979; also: nearly all actives have a fitted effect of over 55% in size
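Chicken DT40 Tdp1-/- cells complemented with human TDP1, 400 cells/well, exposed to compounds plus 20 nM camptothecin for at least 48 h at 37 C; viability read as ATP content by CellTiter-Glo luminescence.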
FEN1 inh – inhibitors of human flap endonuclease 1 | Recombinant FEN1 flap cleavage, fluorescence, 15 min | AID 588795 | actives 0.35% (n = 390,000) | Potency, µM (doses to about 114 µM), for the others: at the highest dose activity change, negative = inhibition, hits mostly inhibitors; also: nearly all actives have a fitted effect of over 65% in size
Target sequence (P39748 whole entry, looked up): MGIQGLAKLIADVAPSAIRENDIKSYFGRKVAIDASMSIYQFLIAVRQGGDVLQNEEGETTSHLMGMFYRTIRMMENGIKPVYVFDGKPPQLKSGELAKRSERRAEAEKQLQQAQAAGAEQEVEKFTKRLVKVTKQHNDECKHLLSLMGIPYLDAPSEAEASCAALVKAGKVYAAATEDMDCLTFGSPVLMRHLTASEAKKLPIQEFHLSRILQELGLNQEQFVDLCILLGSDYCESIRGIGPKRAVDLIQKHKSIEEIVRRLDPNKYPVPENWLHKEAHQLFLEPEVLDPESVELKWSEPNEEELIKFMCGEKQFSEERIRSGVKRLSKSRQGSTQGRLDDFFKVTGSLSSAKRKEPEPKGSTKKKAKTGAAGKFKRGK
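Nuclease activity of 10 nM FEN1 was measured after 15 min of room-temperature exposure to titrated compounds, by adding 50 nM flap substrate and reading plates at 0 and 15 min.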
An asterisk follows results filed as active; u = inconclusive; x = not tested or not shown. Calls follow the shape of the dose curve; as a rule, active = well fitted curve in the direction sought with a large enough effect; inconclusive = small, poorly fitted or top-dose-only effect, or another doubt; inactive = no such curve, though single readings can be large; an effect the other way counts as inactive or inconclusive. Unless noted, % is scaled to controls: 0 for no effect and ±100 for the full control effect; potency is read from the fitted curve at half-maximal effect. Some of the compounds tested (hit frequency here may not be typical).

[1] CCOC(=O)COc1c(C=O)cc(Br)cc1OC
[2] COc1cccc(NC(=O)c2ccccc2OCC(=O)Nc2ccc(Br)cc2)c1
[3] COCCn1c(-c2ccc(Cl)cc2)cnc1SCC(=O)NCCc1ccc(OC)c(OC)c1
[4] CSc1ccc(C(=S)N2CCN(C)CC2)cc1
[5] O=C(Cc1cccs1)Nc1ccc(-c2nnn(CC(=O)N3CCOCC3)n2)cc1
[6] CCOC(=O)C1CCN(C(=O)Cc2ccc(OC)c(OC)c2)CC1

screen / no.,1,2,3,4,5,6
N370S GC mod,-1%,x,-2%,-6%,-6%,u
DT40 TDP1 CPT,u,u,21µM*,-9%,-18%,-2%
FEN1 inh,0%,-18%,-1%,-1%,6%,-1%

[7] C[C@@H](NCCCn1ccc(NC(=O)OCc2ccccc2)nc1=O)c1cccc2ccccc12
[8] CC(C)(NC(=O)c1cc(Cl)c2ccccc2c1O)C(=O)O
[9] O=C(CC(c1ccc(F)cc1)c1ccco1)Nc1nccs1 (stereo unspecified)
[10] CCc1ccc(-n2c(=S)sc3c(=O)n(-c4ccccc4C)c(SCC(=O)O)nc32)cc1
[11] COc1ccc(/C(C)=N/NC(=O)CNC(=O)c2cccnc2)cc1OC
[12] Cc1c(C(=O)Nc2nccs2)sc2nc(-c3cccs3)cc(C(F)(F)F)c12

screen / no.,7,8,9,10,11,12
N370S GC mod,x,u,-1%,-19%,-1%,9%
DT40 TDP1 CPT,u,-1%,-20%,5%,7%,18µM*
FEN1 inh,1%,-18%,-11%,13%,5%,12%

[13] Cc1nn(C(=O)c2cc([N+](=O)[O-])ccc2Cl)c(C)c1Br
[14] COc1cccc(-n2c(Cc3cc(=O)[nH]c(=O)[nH]3)nnc2SCC(=O)N2CCC(C)CC2)c1
[15] Cc1cc([N+](=O)[O-])nn1CCCC(=O)Nc1cccnc1Cl
[16] Fc1cccc(CNCc2ccc3c(c2)OCO3)c1
[17] Cc1ccc(NC(=O)CSc2nc3c(c(=O)[nH]2)CN(Cc2ccc4c(c2)OCO4)CC3)cc1C
[18] CS(=O)(=O)c1ccccc1-c1nnc(NC(=O)c2ccc(S(=O)(=O)N3CCCC3)cc2)o1

screen / no.,13,14,15,16,17,18
N370S GC mod,-6%,4%,-4%,-2%,x,2%
DT40 TDP1 CPT,-16%,4%,-4%,-1%,-22%,-11%
FEN1 inh,-20%,-1%,-10%,17%,8%,6%

[19] C[C@H]1CN([C@@H](C)CO)C(=O)Cc2cc(NC(=O)CCC(F)(F)F)ccc2O[C@H]1CN(C)S(=O)(=O)c1ccc(Cl)cc1
[20] CCOC(=O)[C@H]1[C@H]2COc3ccc(Cl)cc3[C@@H]2N2C(=O)CN(Cc3ccccc3)C(=O)[C@@]12C
[21] Cc1ccc(S(=O)(=O)N2CCC(=O)N(CCOC(=O)Nc3ccc(F)cc3)CC2)cc1
[22] Cc1cc(=O)oc(C)c1C(=O)NC1CC(C)(C)NC(C)(C)C1
[23] O=C(CN1CCOCC1)NNC(=S)Nc1ccc(Cl)cc1
[24] NNC(=O)CCN1CCN(Cc2ccccc2)CC1

screen / no.,19,20,21,22,23,24
N370S GC mod,x,x,13%,4%,0%,-15%
DT40 TDP1 CPT,5.2µM*,u,u,-15%,-1%,1%
FEN1 inh,11%,-25%,-5%,0%,1%,3%

[25] Cc1ccc(CN(C(=O)c2c(F)cccc2F)C2CC(C)(C)NC(C)(C)C2)o1
[26] CCOC(=O)c1ccc(NC(=O)c2ccc3c(c2)CCN3S(=O)(=O)c2ccc(Cl)cc2)cc1
[27] Cc1cc(NC(=O)CSc2nnc(-c3ccco3)n2C)no1
[28] O=c1c2ccccc2nc(/C=C/c2ccccc2)n1CCCO
[29] Cc1sc2ncnc(N3CCC(C(=O)Nc4ccc(C#N)cc4)CC3)c2c1C
[30] Cn1c(N)c(C(=O)COC(=O)CNC(=O)c2ccccc2)c(=O)n(C)c1=O

screen / no.,25,26,27,28,29,30
N370S GC mod,-8%,x,x,-20%,-5%,x
DT40 TDP1 CPT,1%,7.3µM*,6%,u,u,2%
FEN1 inh,-14%,6%,19%,14%,-16%,9%

[31] CCNc1nc(NCC)nc(N/N=C/c2ccc(O)c(O)c2)n1
[32] CC(C)(C)c1ccc(C(=O)NCC(=O)OCCN2C(=O)c3ccccc3C2=O)cc1
[33] Cc1ccc2cc(CN(C(=O)c3ccco3)c3cccc(C)c3C)c(=O)[nH]c2c1
[34] Cc1ccc(Nc2c(-c3ccc(C)cc3)nc3c(C)cccn23)cc1
[35] O=C(O)C1Nc2ccc(Br)cc2C2C=CCC12 (stereo unspecified)
[36] O=C(/C=C/c1ccc([N+](=O)[O-])cc1)OCC(=O)N1CCCCCC1

screen / no.,31,32,33,34,35,36
N370S GC mod,-18%,4%,u,x,-3%,x
DT40 TDP1 CPT,23µM*,-15%,-28%,15µM*,-12%,-27%
FEN1 inh,12%,-2%,10%,4%,u,7%

[37] O=C1c2ccccc2C(=O)N1S(=O)(=O)c1ccccc1
[38] CCN(C(=O)CSc1nc(C)c(C)c(C)n1)C1CCS(=O)(=O)C1 (stereo unspecified)
[39] CC(C)c1nc2ccccc2c2nnc(SCC(=O)NCc3ccco3)n12
[40] O=C(Cn1nnc(-c2ccccc2)n1)Nc1ccccc1N1CCOCC1
[41] ONC(=Nc1ccc(Cl)cc1)c1ccc(Cl)cc1
[42] COC(=O)C1=C(C(=O)OC)SC(=C2C(=S)C(C)(C)N(C(=O)C3CC3)c3ccccc32)S1

screen / no.,37,38,39,40,41,42
N370S GC mod,2%,x,-4%,9%,-8%,-2%
DT40 TDP1 CPT,-17%,0%,16µM*,u,-1%,u
FEN1 inh,23%,0%,2%,-13%,-16%,-21%

[43] O=C(Nc1cccc(C(=O)N2CCOCC2)c1)c1ccccc1
[44] COC(=O)c1ccccc1NC(=O)Cn1c(=O)n(-c2cccc(OC)c2)c(=O)c2c(C)c(C(=O)N(C)C)sc21
[45] Cc1ccc(Oc2ccc(S(=O)(=O)Nc3ccc(C(=O)O)cc3)cc2)cc1
[46] CCOc1ccc(-c2nnc3sc(COc4ccc(C)cc4)nn23)cc1
[47] Clc1ccc(Cn2ncc3c(N4CCCCC4)ncnc32)c(Cl)c1
[48] CCCN1CCC(=O)N([C@H](CSc2ccc(C)cc2)Cc2ccccc2)CC1

screen / no.,43,44,45,46,47,48
N370S GC mod,12%,x,x,0%,10%,u
DT40 TDP1 CPT,10%,-6%,8%,-2%,23µM*,29µM*
FEN1 inh,-10%,6%,5%,-3%,0%,-8%

Screen by screen, from the results shown.
Nos. 43 to 46 in FEN1 inh, in turn: -10%, 6%, 5%, -3%
Nos. 43 to 46 in DT40 TDP1 CPT, in turn: 10%, -6%, 8%, -2%

Back to the main list, repeating the 3 entries before the break.
[46] CCOc1ccc(-c2nnc3sc(COc4ccc(C)cc4)nn23)cc1
[47] Clc1ccc(Cn2ncc3c(N4CCCCC4)ncnc32)c(Cl)c1
[48] CCCN1CCC(=O)N([C@H](CSc2ccc(C)cc2)Cc2ccccc2)CC1
[49] CCCCn1nnnc1SCC(=O)Nc1ccc2c(c1)OCO2
[50] Cc1cc(C)cc(N(CC(=O)NCC2CCCO2)C(=O)CCC(=O)Nc2nccs2)c1 (stereo unspecified)
[51] CC1=NN(C(=O)Cc2ccc([N+](=O)[O-])cc2)C(O)(C(F)(F)C(F)(F)F)C1 (stereo unspecified)
[52] CCC(C)[C@H]1CNCCN1CCc1cc(C(F)(F)F)cc(C(F)(F)F)c1 (stereo partly specified)
[53] CCN=C(NCC)SC1CC(=O)N(c2ccc(F)cc2)C1=O (stereo unspecified)
[54] CC(=O)Nc1ccc(C(=O)CCl)cc1

screen / no.,46,47,48,49,50,51,52,53,54
N370S GC mod,0%,10%,u,2%,-10%,0%,u,-1%,3%
DT40 TDP1 CPT,-2%,23µM*,29µM*,-14%,-3%,u,u,0%,1.5µM*
FEN1 inh,-3%,0%,-8%,-7%,-2%,16%,-4%,-2%,-5%

[55] CCC(=O)c1ccc(OCc2ccc(C(=O)OC)cc2)c(OC)c1
[56] COc1cccc(OC)c1C(=O)Nc1ccccc1C(=O)N1CCOCC1
[57] COC(=O)CC1=NN(c2nc(C)cc(C)n2)C(=O)C1
[58] CC(C)c1ccc(NC(=S)NN(c2ccccc2)c2ccccc2)cc1
[59] CC1(C)CC(=O)C(C(N)=NC(=O)c2ccccc2)=C(O)C1
[60] CCC(C)C(NC)C(=O)O (stereo unspecified)

screen / no.,55,56,57,58,59,60
N370S GC mod,11%,1%,-5%,-5%,7%,22%
DT40 TDP1 CPT,4%,0%,8%,13µM*,3%,-4%
FEN1 inh,1%,-6%,11%,-15%,3%,x

[61] CN(Cc1c(C(=O)N/N=C/c2ccccc2)nnn1-c1nonc1N)C1CCCCC1
[62] N#Cc1ccsc1NC(=O)CN1C(=O)NC2(CCCCC2)C1=O
[63] CCOc1ccc(Br)cc1S(=O)(=O)NC(=O)c1ccccc1
[64] CCS(=O)(=O)N1N=C(c2ccc(C)cc2)CC1c1cc2ccc(OC)cc2nc1Cl (stereo unspecified)
[65] COc1ccccc1NS(=O)(=O)c1cc(NC(=O)CN2C(=O)NC3(CCCCC3)C2=O)ccc1C
[66] O=C(NCC1CCCO1)C(c1ccc(F)cc1)N(CC1CCCO1)C(=O)c1ccc(-c2ccccc2)[nH]1 (stereo unspecified)

screen / no.,61,62,63,64,65,66
N370S GC mod,7%,x,3%,x,x,-2%
DT40 TDP1 CPT,u,2%,-9%,u,u,-11%
FEN1 inh,1%,-16%,4%,0%,3%,-16%

Among those listed so far, these have bromine.
[1] CCOC(=O)COc1c(C=O)cc(Br)cc1OC
[2] COc1cccc(NC(=O)c2ccccc2OCC(=O)Nc2ccc(Br)cc2)c1
[13] Cc1nn(C(=O)c2cc([N+](=O)[O-])ccc2Cl)c(C)c1Br
[35] O=C(O)C1Nc2ccc(Br)cc2C2C=CCC12 (stereo unspecified)
[63] CCOc1ccc(Br)cc1S(=O)(=O)NC(=O)c1ccccc1

screen / no.,1,2,13,35,63
N370S GC mod,-1%,x,-6%,-3%,3%
DT40 TDP1 CPT,u,u,-16%,-12%,-9%
FEN1 inh,0%,-18%,-20%,u,4%

Going on with the list.
[67] Cc1cccc(N(C)C(=O)COc2cc(=O)n(C)c3ccccc23)c1
[68] CN(C)CCCOC(=O)c1ccc(Cl)cc1
[69] CC(OC(=O)C(NC(=O)c1ccco1)C(C)C)C(=O)Nc1ncc(Cl)cc1Cl (stereo unspecified)
[70] Cc1ccccc1C(=O)Nc1c(C)nc2ccccn2c1=O
[71] C/C(N)=C(/C#N)C(=O)COC(=O)CSc1ccc2ccccc2c1
[72] CCOc1ccc(C(=O)c2ccc([N+](=O)[O-])cc2Cl)cc1

screen / no.,67,68,69,70,71,72
N370S GC mod,4%,5%,-1%,x,2%,14%
DT40 TDP1 CPT,u,1%,-13%,-18%,-7%,0%
FEN1 inh,-10%,3%,-1%,14%,-1%,-4%

[73] O=C(CN1c2cccc3cccc(c23)S1(=O)=O)N1CCCCC1
[74] FC(F)(F)c1cnc(Oc2ccc(-c3nnco3)cc2)c(Cl)c1
[75] Clc1ccc2c(N/N=C/c3cccnc3)ccnc2c1
[76] CC(Oc1ccc([N+](=O)[O-])cc1Cl)C(=O)Nc1ccc(C(N)=O)cc1 (stereo unspecified)
[77] O=C(Nc1cc(Cl)ccc1Cl)N1CCCC1
[78] COc1ccc(NC(=O)c2ccccc2SC)cc1
[79] CCCn1c(N)c(N(CCOC)C(=O)Cc2ccc(S(=O)(=O)N3CCOCC3)s2)c(=O)[nH]c1=O
[80] COc1cccc(-c2cc(C(=O)NC3CC3)c3ccccc3n2)c1

screen / no.,73,74,75,76,77,78,79,80
N370S GC mod,x,18%,-23%,3%,-17%,18%,0%,-1%
DT40 TDP1 CPT,-6%,-26%,u,4%,21µM*,3%,-4%,u
FEN1 inh,15%,-3%,u,-3%,13%,12%,-7%,-9%
